# High-throughput results from PubChem BioAssay.
# Yfh1-off respiration = enhancers of respiration in Yfh1-depleted yeast, dose response, Friedreich's ataxia, plus single-dose screen (AID 1465); S. cerevisiae Yfh1-off respiration, WST-1 reduction, 72 h; higher fold induction means a stronger effect; fold induction at 50 µM; hits with a dose series show EC50 in µM; 220,000 compounds, 0.074% hits;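 active = fold induction of absorbance versus untreated yeast above a set limit, then at least 30% activation at any dose in follow-up; inconclusive = repeats straddling the limit, or above it without dose testing; inactive = fold induction below the set limit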;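 note: activators that raise dye reduction in frataxin-depleted yeast; strong numbers were not always called active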
# Dengue-2 NS5 capping = Dengue-2 NS5 methyltransferase inhibitors, primary screen, biochemical, confirmation dose response (AID 588689) | inhibition, % at 25 µM, or IC50 in µM where a hit was titrated | 340,000 compounds, 0.3% hits | Dengue-2 NS5 methyltransferase capping enzyme assay, biochemical; higher % means a stronger effect; in the data active = a potency from the dose series; inconclusive = inhibition above about 29% without an active follow-up result
# West Nile antiviral = inhibition of WNV-induced cytopathic effect – cell-based, CPE readout (AID 1621) | West Nile virus-infected cells, CPE inhibition; higher % means a stronger effect | one-dose CPE inhibition, % at 10 µM; IC50 in µM for titrated hits | 290,000 compounds, 0.02% hits; in the data active = a potency from the dose series; inconclusive = CPE inhibition mostly from about 3.7% at the one dose, without a potency; inactive = the rest, 99 in 100 with CPE inhibition below about 2.2%; note: strong numbers were not always called active
# NOD1 inhibition = inhibition of NOD1-driven NF-kB reporter – cell-based, luminescence, uHTS, primary screen (AID 1578); NOD1-driven NF-kB luciferase reporter cells, luminescence; higher % means a stronger effect; inhibition, % at 4 µM, or EC50 in µM where a hit was titrated; 290,000 compounds, 1% hits; in the data active = inhibition mostly above about 36%, no sharp cut-off; inactive = mostly below about 34%;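 note: HEK-293T reporter cells stimulated with the NOD1 agonist gamma-tri-DAP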
# KOR beta-arrestin-1 = KOR agonists, beta-arrestin recruitment, primary screen, cell-based, luminescence, uHTS (AID 1777); activation, % at 10 µM, or EC50 in µM where a hit was titrated; 280,000 compounds, 0.02% hits; KOR beta-arrestin recruitment, luminescence; higher % means a stronger effect; in the data active = activation above about 50%, passing the limit was not always enough; note: a part of the inactive calls stands beside numbers as strong as those of hits
# AID2073 = inhibitors of Mint1-CaV2.2 protein interaction, biochemical, HTRF (AID 2073). HTRF protein-protein interaction, Mint1-CaV2.2; higher % means a stronger effect. inhibition, % at 20 µM; hits with a dose series show IC50 in µM. 290,000 compounds, 0.19% hits; in the data active = inhibition mostly above about 51%, no sharp cut-off; inconclusive = no clear call, values can overlap the other calls; inactive = mostly below about 53%; note: some results filed as inactive read as strong as hits
# HEK293 NOD2/NF-kB = inhibition of NOD2-driven NF-kB reporter – cell-based, luminescence, uHTS, HEK293 (AID 1566) | inhibition, % at 4 µM, or EC50 in µM where a hit was titrated | 290,000 compounds, 0.63% hits | HEK293 NOD2/NF-kB luciferase reporter, luminescence; higher % means a stronger effect; note: many of its hits are not listed in these tables
# HIV peptide binding = cell-free HIV fusion peptide-binding blockers – biochemical, uHTS, fluorescence dequenching, primary screen (AID 1986). cell-free peptide binding, fluorescence dequenching, 30 min; higher % means a stronger effect. inhibition, % at 20 µM, or IC50 in µM where a hit was titrated. 290,000 compounds, 0.3% hits; in the data active = inhibition mostly above about 52%, no sharp cut-off; inactive = mostly below about 76%; note: some results filed as inactive read as strong as hits
# KOR beta-arrestin-2 = kappa opioid receptor blockers – cell-based, luminescence, uHTS (AID 1778); 290,000 compounds, 0.091% hits; inhibition, % at 10 µM, or IC50 in µM where a hit was titrated; KOR beta-arrestin recruitment, luminescence, antagonist mode; higher % means a stronger effect; note: strong numbers were not always called active
# Dengue-2 NS5 capping pilot replicate = further read-out of Dengue-2 NS5 capping, marked with its call; inhibition, %; measured here: pilot screen replicate inhibition
# Active calls of the source: *; i = inactive; ? = inconclusive; nt = no result given; [ ] = remark or other dose. Cut-off read from the data, not from the text of the source, unless noted: active = inhibition above about 50%; inactive = the rest. Some of the compounds tested; rates above refer to the full screens.
SMILES,Yfh1-off respiration,Dengue-2 NS5 capping,West Nile antiviral,NOD1 inhibition,KOR beta-arrestin-1,AID2073,HEK293 NOD2/NF-kB,HIV peptide binding,KOR beta-arrestin-2,others
Cc1cc(NC(=O)Cn2nc(-c3cccs3)ccc2=O)cc(C)c1Br,nt,-2%,-1.1%,-7%,2.1%,-6%,-3%,1.6%,-41%,
CCN(CC)S(=O)(=O)c1cccc(C(=O)NC(C(=O)Nc2nnc(C)s2)C(C)C)c1 (configuration not stated),i,11%,0.2%,-9%,-0.4%,-3%,-6%,-0.2%,-35%,
CCC12CN(C(=O)c3ccc(C)cc3)CC(CC)(CN(C(=O)c3ccc(C)cc3)C1)C2=O,i,-2%,-0.9%,-18%,-1.4%,-6%,9%,1.5%,19%,
Cn1c(=O)c2sccc2n2c(CCCC(=O)Nc3ccccc3)nnc12,nt,-3%,0.5%,-26%,-0.5%,3%,3%,0.1%,0%,
CCOC(=O)N1CCC(N2CCN(S(=O)(=O)c3ccc(C)cc3)CC2)CC1,i,2%,-1.1%,-13%,6.8%,-3%,23%,1.0%,-16%,
CC(C)/C=C/C(=O)N1CCC(N2CCC(C(=O)N3CCOCC3)CC2)CC1,i,-3%,0.0%,-30%,-2.0%,7%,-10%,3.1%,-32%,
CCOC(=O)c1ccc(NC(=O)CSc2ccc(-c3cccnc3)nn2)cc1,i,-1%,0.0%,8%,-3.6%,?,6%,-0.3%,-11%,
CC(C)n1nccc1N(Cc1ccc(C#N)cc1)S(=O)(=O)c1ccccc1,nt,-4%,-1.1%,-26%,0.1%,-3%,-5%,0.2%,6%,
COc1ccc(NC(=O)COc2nc(N(C)C)nc(N(C)C)n2)cc1,i,4%,0.2%,-4%,-1.0%,0%,-1%,-1.3%,-41%,
Cc1ccc(C(C)(C)C)c(SCC(=O)Nc2nnc(C)s2)c1,nt,-5%,?,-5%,-4.5%,-2%,-1%,1.3%,17%,
CCC1Oc2ccc(C)cc2N(CC(=O)NCC2CCCO2)C1=O (configuration not stated),nt,-10%,0.4%,-10%,-3.1%,8%,1%,-2.0%,-7%,
Cc1cccn2c(=O)c(C=O)c(Cl)nc12,i,15%,-0.2%,-4%,3.0%,-7%,12%,-0.9%,-23%,
Cc1c(Cc2ccccc2)c(=O)n2c([nH]c3ccccc32)c1C#N,i,-4%,-0.6%,90%*,-0.2%,4%,46%,-2.3%,-6%,
Cc1cccc(NC(=S)NCc2ccccc2)c1C,nt,-1%,-0.8%,-23%,2.2%,-2%,2%,0.9%,-57%[20 µM],Dengue-2 NS5 capping pilot replicate=0.0
C#Cc1ccc(C(=O)Nc2cc(C(N)=O)ccc2N2CCOCC2)cc1,i,-8%,-0.3%,-13%,-4.0%,57%,-9%,10%,-18%,
O=C(c1ccco1)N1CCN(S(=O)(=O)c2ccc([N+](=O)[O-])cc2)CC1,i,-8%,-0.2%,-30%,4.5%,6%,1%,-1.4%,12%,
CCS(=O)(=O)C1=NSC2=NC(=O)/C(=C\c3ccc(OC(=O)c4ccco4)c(OC)c3)C(=N)N21,nt,-110%,0.3%,8%,-1.1%,8%,9%,20%,-39%,
CCC(C)(C)NC(=O)Cn1c(-c2ccccc2)cc(C(C)=O)c1C,i,2%,nt,-21%,-2.6%,-8%,1%,-1.1%,-19%,
O=C(COc1ccccc1)NC(=S)Nc1ccc(Br)cn1,i,nt,1.5%,-3%,-2.0%,2%,13%,-0.7%,16%,
CCC(=O)N1CCc2cc(S(=O)(=O)NCCC(=O)N3CCN(c4cccc(C)c4)C(C)C3)ccc21 (configuration not stated),nt,-12%,-0.7%,-16%,0.6%,6%,18%,-1.1%,-18%,
CCN(CC)S(=O)(=O)c1cccc(C(=O)N[C@H](C(=O)NNC(=O)c2ccccc2)C(C)C)c1,i,-5%,0.0%,-12%,6.0%,7%,-8%,-2.2%,44%,
Cc1csc(NC(=O)CSc2nc3ccccc3c3c2CCCC3)n1,i,-11%,-0.7%,3%,-2.3%,-5%,14%,2.9%,11%,
Cc1cc(C)c(C#N)c(SCc2ccc([N+](=O)[O-])cc2)n1,i,-4%,0.5%,-1%,5.8%,6%,-22%,-0.6%,-70%[20 µM],
CC(OC(=O)C1=Cc2ccccc2OC1)C(=O)NC(C)(C)C (configuration not stated),i,-15%,-0.9%,-12%,0.4%,6%,8%,0.4%,-22%,
Cc1ccc(N)cc1NC(=O)CN1CCOCC1,nt,-3%,0.0%,4%,-7.7%,10%,1%,-2.1%,6%,
CN(C)S(=O)(=O)c1cccc(NC(=O)c2cc(-c3cccs3)nc3ccccc23)c1,i,3%,-1.2%,38%,12%,27%,-3%,3.1%,-43%,
Cc1onc(C(=O)N2CCN(c3ccccc3)CC2)c1[N+](=O)[O-],nt,4%,-0.5%,-24%,-4.2%,2%,13%,0.1%,-42%,
CCn1cc(C(=O)NCC(OC)OC)c(=O)c2cc(S(=O)(=O)N(C)C3CCCCC3)ccc21,nt,-4%,0.3%,59%*,0.8%,-2%,8%,0.9%,14%,
COc1cccc(C(C(=O)NC2CCCC2)N(C(=O)c2ccco2)C2CC2)c1OC (configuration not stated),i,-2%,-0.2%,-7%,nt,1%,7%,1.0%,-18%,
COc1ccc(NC(=O)Cc2nn(C)c(=O)c3ccccc23)c2ncccc12,nt,nt,nt,18%,-4.2%,11%,14%,0.8%,-10%,

# Retrieved by structure from the list above:
SMILES,Yfh1-off respiration,Dengue-2 NS5 capping,West Nile antiviral,NOD1 inhibition,KOR beta-arrestin-1,AID2073,HEK293 NOD2/NF-kB,HIV peptide binding,KOR beta-arrestin-2,others
CC(C)/C=C/C(=O)N1CCC(N2CCC(C(=O)N3CCOCC3)CC2)CC1,i,-3%,0.0%,-30%,-2.0%,7%,-10%,3.1%,-32%,
COc1ccc(NC(=O)Cc2nn(C)c(=O)c3ccccc23)c2ncccc12,nt,nt,nt,18%,-4.2%,11%,14%,0.8%,-10%,
Cc1onc(C(=O)N2CCN(c3ccccc3)CC2)c1[N+](=O)[O-],nt,4%,-0.5%,-24%,-4.2%,2%,13%,0.1%,-42%,

# Next section:
SMILES,Yfh1-off respiration,Dengue-2 NS5 capping,West Nile antiviral,NOD1 inhibition,KOR beta-arrestin-1,AID2073,HEK293 NOD2/NF-kB,HIV peptide binding,KOR beta-arrestin-2,others
CCC(=O)NCCc1cc2ccc(C)cc2[nH]c1=O,i,-1%,-0.2%,15%,0.5%,23%,-7%,-2.5%,-12%,
Cc1cccc(-n2c(C)c(C)c3c(N)ncnc32)c1,nt,-1%,0.7%,2%,-4.5%,6%,17%,-1.8%,-10%,
NS(=O)(=O)c1cccc(NC(=O)Cc2ccc(Cl)c(Cl)c2)c1,i,0%,0.1%,-39%,-1.2%,3%,10%,0.1%,20%,
CC1(C)N=C(/C=N/O)C=[N+]1[O-],i,3%,0.1%,-26%,-3.2%,?,-6%,1.1%,10%,
COc1ccc(-c2oc(NC(=O)CSc3ncn[nH]3)c(C#N)c2-c2ccc(OC)cc2)cc1,i,2%,2.7%,29%,-1.6%,5%,-11%,8.1%,2%,
CN(Cc1ccc(F)cc1)Cc1nc(CCc2ccccc2)no1,i,3%,1.4%,0%,nt,-21%,4%,-1.3%,7%[20 µM],
Cc1ccccc1NC(=O)CCC(=O)OCCCC(F)(F)C(F)(F)F,i,-2%,0.7%,-18%,3.9%,?,-4%,0.0%,-5%,
CC1(C)C(c2ccccc2)=NC(c2ccc(Br)cc2)N1O (configuration not stated),i,-5%,-0.2%,-35%,2.5%,8%,-5%,-1.0%,-8%,
CCOC(=O)C1=C(N)Oc2ccc3ccccc3c2C1c1cccc(O)c1 (configuration not stated),nt,-2%,-0.1%,13%,-2.5%,16%,-47%,-0.1%,-9%[20 µM],
CCCc1ccc(OCc2nc(-c3ccc(NC(=O)c4ccco4)cc3)no2)cc1,i,12%,0.4%,-10%,6.1%,47%,-30%,3.1%,39%,
Cc1cc(C)c(C(=O)N2CCCC(Nc3ccc(C)c(C)c3)C2)o1 (configuration not stated),nt,-3%,0.4%,-13%,1.7%,1%,27%,-1.9%,-25%,
CCOC(=O)c1c(C)c(-c2ccccc2)n(CC(=O)N2CCN(C)CC2)c1C,i,-1%,-0.3%,-21%,-7.0%,-4%,0%,3.3%,-7%,
CCn1c(SCC(=O)Nc2nccs2)nnc1-c1ccco1,i,2%,0.5%,14%,nt,-4%,8%,-0.6%,-32%[20 µM],
COc1ccc(NC2CCCN(C(=O)C3(C)CCCCC3)C2)cc1OC (configuration not stated),nt,15%,-0.5%,-19%,-5.6%,13%,23%,0.2%,-43%,
CCn1c(SCC(=O)Nc2nccs2)nnc1-c1ccccn1,nt,-3%,0.6%,-14%,11%,-3%,1%,1.3%,-20%,
CCOC(=O)Cn1cnc2c(nnn2-c2cccc(Cl)c2)c1=O,nt,3%,-0.3%,1%,-1.4%,0%,-14%,0.7%,12%,
O=C(O)CP(=O)(c1ccccc1)c1ccccc1,i,-3%,0.3%,-18%,9.0%,10%,-11%,0.9%,19%,
CC(Nc1cc(C)cc(C)c1)=[N+](C)CCNS(=O)(=O)c1ccc(Cl)cc1,nt,1%,-0.6%,-12%,2.1%,2%,-1%,1.3%,4%,
Cc1c(C(=O)NCCSCc2ccco2)cccc1[N+](=O)[O-],i,-6%,-1.4%,-2%,8.4%,4%,6%,0.7%,-12%,
Cc1ccccc1COC(=O)c1nn(-c2ccccc2)nc1N,i,-6%,0.0%,-29%,-2.7%,7%,-29%,-2.1%,15%,
N#Cc1c(N)n[nH]c1-c1cc2c([nH]1)CCCC2,i,0%,1.3%,5%,-4.4%,26%,10%,2.2%,9%,
CCn1nc(C)cc1C(=O)N1CCCC(C(=O)c2ccc3ccccc3c2)C1 (configuration not stated),i,1%,-1.1%,-30%,-4.6%,8%,21%,1.0%,4%,
CCn1c(C(C)NC(=O)c2cccs2)n[nH]c1=S (configuration not stated),i,-7%,0.0%,0%,5.8%,-18%,17%,-1.9%,3%,
COc1ccc(CN2C(=O)CC(C(=O)NCCc3ccc(S(N)(=O)=O)cc3)SC2=Nc2ccccc2)cc1 (configuration not stated),i,-12%,1.0%,-22%,-3.0%,14%,12%,1.0%,-34%,
Cc1ccc(NC(=O)Cc2nnc(SCC(=O)Nc3nncs3)n2C)c(C)c1,nt,2%,-0.4%,-18%,-2.4%,19%,8%,-0.9%,-15%,
CCN(CC(=O)Nc1cccc(C#N)c1)CC(=O)Nc1cccc(OC)c1,i,-4%,nt,-23%,-9.1%,8%,27%,1.9%,15%,
CCc1cc(=O)oc2cc(C)cc(OCC(=O)C(C)(C)C)c12,i,-15%,-1.1%,-13%,2.5%,15%,9%,-0.2%,-24%,
COc1ccc(N2C(=O)C(C)C(Cc3ccc(C)cc3)C2=O)cc1 (configuration not stated),nt,nt,-0.6%,-27%,-3.7%,-3%,6%,0.4%,-12%[20 µM],
